High-throughput results: PubChem BioAssay, several laboratories
E-sel TNF inh: TNF alpha driven E-selectin expression inhibition. HUVEC TNFa-induced E-selectin immunofluorescence, high content. inhibition, % at 2 µM. hit rate 0.71% among 120,000. AID 1246;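 active means inhibition above the batch mean plus 3 SD, and confirmed as a hit on visual image review, cut at about 43% in these data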;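 further: 0% = TNF-stimulated DMSO wells and 100% = unstimulated control wells; not every result past the cut was called active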
PTEN del growth: growth suppressors of cells with PTEN tumor suppressor deletion. HCT116 PTEN-null viability, CellTiter-Glo, 60 h; active compounds read low. viability, % at 10 µM. hit rate 1.2% among 140,000. AID 827;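 active means viability at or below a set limit, 4 SD under the median of all tested compounds, cut at about 3.7% in these data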;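 further: PTEN knockout HCT116 line with beta catenin targeted HCT116 as companion control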
BB579 growth dn: chemicals that inhibit yeast BB579 growth in restrictive medium (lifespan-shortening candidates); S. cerevisiae BB579 growth, OD615, 48 h; inhibition, % at 10 µM; hit rate 0.51% among 140,000;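 active means inhibition above a set limit, 3 SD over the mean compound inhibition, cut at about 44% in these data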; further: inactives centre near -24
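System: DeaD yeast strain BB579; buffer or medium: CSMM-D dextrose restrictive medium; technique: OD at 615 nm; schedule: 4 h cell preincubation, 48 h compound exposure, 30 °C humidified; doses: single 10 µM dose; controls: amphotericin B 10 µg/mL, positive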
Measles CPE: protection of cells from measles virus | protection (pct of control), % at 4 µM | AID 841 | Measles virus-infected cells, CPE protection, absorbance | hit rate 1.5% among 140,000; in the data active means protection mostly above about 24%, no sharp cut-off; inactive means mostly below about 26%; further: some compounds called inactive have numbers as strong as hits
MRP1 act: MRP-1 activation | H69AR cells + doxorubicin, viability rescue, CellTiter-Glo | hit rate 0.61% among 140,000 | viability increase, % at 10 µM;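 active means viability gain under doxorubicin at or above a set limit, the compound median plus 3 SD, cut at about 4.7% in these data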;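 further: MRP-1 overexpressing cells given doxorubicin 25 µM after compound pretreatment; 18-22 h compound pretreatment then 72 h with doxorubicin before readout; 0% = doxorubicin-only wells and 100% = vehicle-treated cells without doxorubicin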
NPY-Y2 antag: blocks the human neuropeptide Y Y2 receptor. P49146. NPY-Y2 expressing cells, antagonist mode. inhibition, % at 2.7 µM. hit rate 0.99% among 140,000; in the data active means inhibition above about 17%;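 further: 0% = vehicle with agonist challenge and 100% = reference antagonist with challenge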
Target sequence (P49146 whole entry, looked up): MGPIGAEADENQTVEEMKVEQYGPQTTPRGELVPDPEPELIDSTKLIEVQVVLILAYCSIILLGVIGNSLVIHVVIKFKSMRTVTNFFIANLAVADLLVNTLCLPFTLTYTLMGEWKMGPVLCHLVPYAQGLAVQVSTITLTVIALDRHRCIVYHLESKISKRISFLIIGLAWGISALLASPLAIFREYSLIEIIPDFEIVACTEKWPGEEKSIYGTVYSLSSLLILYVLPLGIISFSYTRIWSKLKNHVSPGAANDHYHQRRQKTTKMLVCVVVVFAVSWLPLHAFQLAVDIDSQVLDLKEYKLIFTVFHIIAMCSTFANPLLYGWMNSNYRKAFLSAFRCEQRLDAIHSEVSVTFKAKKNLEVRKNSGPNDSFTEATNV
Phagocytosis inh: blocks phagocytosis by macrophages | J774A.1 macrophage IgG-bead phagocytosis, imaging | inhibition, % at 5 µM | hit rate 0.07% among 110,000;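 active means inhibition above the mean of the plate negative controls plus 5 SD, cut at about 13% in these data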;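 further: phagocytic index as fraction of beads internalized from green versus red external bead signal; plate controls were DMSO negative control for no effect and cytochalasin-D positive control for full effect; some results beyond the cut were filed as inactive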
GALR2 blocker: GALR2 (human) receptor antagonism; O43603; GALR2-expressing cells, antagonist mode; inhibition, % at 4 µM; hit rate 0.39% among 140,000; AID 828; in the data active means inhibition above about 27%;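 further: cells stimulated with galanin 1-16 at roughly its EC80; 0% = agonist challenge control and 100% = basal control without agonist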
Target sequence (O43603 whole entry, looked up): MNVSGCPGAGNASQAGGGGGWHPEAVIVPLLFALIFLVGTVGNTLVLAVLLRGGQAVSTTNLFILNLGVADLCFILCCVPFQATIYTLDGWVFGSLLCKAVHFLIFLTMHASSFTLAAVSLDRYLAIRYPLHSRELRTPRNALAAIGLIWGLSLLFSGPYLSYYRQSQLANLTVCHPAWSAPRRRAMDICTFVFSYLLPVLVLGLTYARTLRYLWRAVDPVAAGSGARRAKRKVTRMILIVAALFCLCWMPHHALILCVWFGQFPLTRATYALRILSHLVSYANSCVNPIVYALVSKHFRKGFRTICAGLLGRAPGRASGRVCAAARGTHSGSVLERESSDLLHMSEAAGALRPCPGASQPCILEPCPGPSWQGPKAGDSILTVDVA
HCT116 bCat-KO: beta-catenin-lacking colon tumor cell growth suppression; hit rate 1.5% among 140,000; viability, % at 10 µM; HCT116 beta-catenin knockout viability, CellTiter-Glo, 60 h; active compounds read low;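 active means viability at or under a set limit, the compound median less 4 SD, cut at about 6% in these data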;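 further: 0% = Hyamine 1622 control at 20 µM and 100% = untreated cell control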
Yeast life ext: extends the lifespan of yeast; S. cerevisiae growth with nicotinamide, OD615; deaD strain in restrictive glucose medium; inhibition of the nicotinamide effect, % at 10 µM; hit rate 0.68% among 130,000; AID 775;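 active means inhibition above a set limit, placed 3 SD over the median of all compounds, cut at about 26% in these data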;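 further: 0% = nicotinamide-treated wells and 100% = cells grown without nicotinamide; some compounds called inactive have numbers as strong as hits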
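Assay system: DeaD-strain S. cerevisiae. Medium: CSMM-D glucose medium, restrictive. Reagent: nicotinamide, 1.5 mM, co-present with compound. Compound: 10 µM single point, 0.25% DMSO. Schedule: culture preincubation 4 h, compound exposure 48 h, both 30 °C. Detection: absorbance at 615 nm.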
The depositor's hits bear a star; / = not tested or not shown.

| cpd | canonical_smiles | E-sel TNF inh | PTEN del growth | BB579 growth dn | Measles CPE | MRP1 act | NPY-Y2 antag | Phagocytosis inh | GALR2 blocker | HCT116 bCat-KO | Yeast life ext |
| --- | --- | --- | --- | --- | --- | --- | --- | --- | --- | --- | --- |
| 1 | O=C(NCCN1CCOCC1)C1CCC(CNS(=O)(=O)c2ccccc2)CC1 (configuration not stated) | -4 | 93 | -2 | 6 | -1.8 | 1 | -1 | 7 | 88 | 5 |
| 2 | COC(=O)C1=C(C)Nc2c(c(=O)n(C)c(=O)n2C)C1c1cccs1 (configuration not stated) | 34 | 87 | 5 | 32 | -1.4 | 0 | 0 | -7 | 88 | -4 |
| 3 | O=C(NC1CCCC1)C(NS(=O)(=O)c1ccc(Br)s1)c1ccccc1 (configuration not stated) | -5 | 93 | -26 | 20 | -2.1 | 11 | -12 | -2 | 95 | -1 |
| 4 | CC1(C)CC(=O)C2=C(C1)N=C1SCCC(=O)N1C2c1ccccc1 (configuration not stated) | -10 | 98 | -63 | 22 | 0.6 | -1 | 1 | 7 | 91 | 1 |
| 5 | C=CCn1c(C)cc(C(=O)COC(=O)CNC(=O)c2ccccc2)c1C | 5 | 95 | -30 | 26* | -2.4 | 3 | -4 | 7 | 103 | -3 |
| 6 | O=C(Cn1nnc(-c2cc(Cl)ccc2-n2cnnn2)n1)N1CCCc2ccccc21 | -24 | 75 | -51 | 3 | -1.8 | 4 | 5 | -4 | 75 | -7 |
| 7 | COc1ccc(NC(=O)c2cc3nc(-c4ccccc4)cc(-c4ccccc4)n3n2)c(OC)c1 | / | 74 | -41 | 3 | -1.8 | 1 | -4 | -4 | 73 | 0 |
| 8 | CCn1cc(C(=O)NC(C)C23CC4CC(CC(C4)C2)C3)cn1 (configuration not stated) | -13 | 103 | -11 | 13 | -0.4 | 3 | -3 | -4 | 98 | 1 |

An excerpt of these results, with one line to a screen:
7. COc1ccc(NC(=O)c2cc3nc(-c4ccccc4)cc(-c4ccccc4)n3n2)c(OC)c1
2. COC(=O)C1=C(C)Nc2c(c(=O)n(C)c(=O)n2C)C1c1cccs1 (configuration not stated)
assay / entry,7,2
E-sel TNF inh,/,34
PTEN del growth,74,87
BB579 growth dn,-41,5
Measles CPE,3,32
MRP1 act,-1.8,-1.4
NPY-Y2 antag,1,0
Phagocytosis inh,-4,0
GALR2 blocker,-4,-7
HCT116 bCat-KO,73,88
Yeast life ext,0,-4

The listing continues.
| cpd | canonical_smiles | E-sel TNF inh | PTEN del growth | BB579 growth dn | Measles CPE | MRP1 act | NPY-Y2 antag | Phagocytosis inh | GALR2 blocker | HCT116 bCat-KO | Yeast life ext |
| --- | --- | --- | --- | --- | --- | --- | --- | --- | --- | --- | --- |
| 9 | CCOC(=O)c1c(C)oc2cc(Br)c(OC)cc12 | -15 | 76 | -39 | 5 | -0.3 | 1 | 1 | 4 | 87 | -15 |
| 10 | CN(C)S(=O)(=O)c1ccc2nnn(OCC(=O)NC34CC5CC(CC(C5)C3)C4)c2c1 | 11 | 80 | 5 | 14 | -0.5 | 0 | -4 | -8 | 84 | -5 |
| 11 | Cc1nnc(SCC(=O)Nc2ncc(Cc3ccc(F)cc3)s2)n1N | -22 | 95 | -1 | 11 | -2.7 | 4 | -1 | 0 | 107 | -21 |
| 12 | C=CCN(CC=C)S(=O)(=O)c1ccc(NC(=S)NC(=O)Cc2ccc(OC)cc2)cc1 | 14 | 91 | -44 | 5 | 0.0 | 15 | / | -16 | 83 | -8 |
| 13 | Cc1ccccc1C(=O)O/N=C1\CCS(=O)(=O)c2sccc21 | / | 95 | 3 | 4 | 4.6 | 4 | -1 | -15 | 96 | -4 |
| 14 | COc1ccc(/C=N/NC(=O)CSCc2ccc([N+](=O)[O-])cc2)cc1OC | / | 98 | -18 | 26 | 0.6 | 2 | -7 | 4 | 93 | -4 |
| 15 | COc1ccc(Nc2nc(N)nc(CN3CCc4ccccc4C3)n2)cc1 | 8 | 32 | -3 | 7 | -4.5 | 3 | 0 | 9 | 25 | -7 |
| 16 | S=C(NCCc1ccccn1)Nc1cccc(Cl)c1 | / | 107 | 4 | 33 | -4.8 | -1 | -5 | 1 | 86 | -6 |

Measles CPE, what is marked active above.
| no. | compound | E-sel TNF inh | BB579 growth dn | Measles CPE | NPY-Y2 antag | Phagocytosis inh | GALR2 blocker | Yeast life ext |
| --- | --- | --- | --- | --- | --- | --- | --- | --- |
| 5 | C=CCn1c(C)cc(C(=O)COC(=O)CNC(=O)c2ccccc2)c1C | 5 | -30 | 26* | 3 | -4 | 7 | -3 |

Profiles, quoted from the list.
Entry for `Cc1nnc(SCC(=O)Nc2ncc(Cc3ccc(F)cc3)s2)n1N` : E-sel TNF inh = -22; PTEN del growth = 95; BB579 growth dn = -1; Measles CPE = 11; MRP1 act = -2.7; NPY-Y2 antag = 4; Phagocytosis inh = -1; GALR2 blocker = 0; HCT116 bCat-KO = 107; Yeast life ext = -21
Entry for `C=CCN(CC=C)S(=O)(=O)c1ccc(NC(=S)NC(=O)Cc2ccc(OC)cc2)cc1` : E-sel TNF inh = 14; PTEN del growth = 91; BB579 growth dn = -44; Measles CPE = 5; MRP1 act = 0.0; NPY-Y2 antag = 15; Phagocytosis inh = /; GALR2 blocker = -16; HCT116 bCat-KO = 83; Yeast life ext = -8
Entry for `COc1ccc(/C=N/NC(=O)CSCc2ccc([N+](=O)[O-])cc2)cc1OC` : E-sel TNF inh = /; PTEN del growth = 98; BB579 growth dn = -18; Measles CPE = 26; MRP1 act = 0.6; NPY-Y2 antag = 2; Phagocytosis inh = -7; GALR2 blocker = 4; HCT116 bCat-KO = 93; Yeast life ext = -4

Next part:
| cpd | canonical_smiles | E-sel TNF inh | PTEN del growth | BB579 growth dn | Measles CPE | MRP1 act | NPY-Y2 antag | Phagocytosis inh | GALR2 blocker | HCT116 bCat-KO | Yeast life ext |
| --- | --- | --- | --- | --- | --- | --- | --- | --- | --- | --- | --- |
| 17 | CC(=O)c1c(OCC(=O)O)ccc2c(C)cc(=O)oc12 | 8 | 97 | -32 | 5 | -0.1 | 6 | -2 | -12 | 95 | -13 |
| 18 | Cc1ccc(/C=C2\SC(=S)N(c3c(C)n(C)n(-c4ccccc4)c3=O)C2=O)cc1 | -20 | 99 | -54 | 18 | 7.6* | 9 | / | -2 | 82 | -1 |
| 19 | CS(=O)(=O)n1nc(-c2ccc(Cl)cc2)nc1SCc1ccccc1 | -1 | 103 | -62 | 1 | -0.8 | 8 | 0 | -13 | 93 | -10 |
| 20 | Cc1sc2nc(SCc3nc(-c4ccccc4)no3)n(-c3ccccc3)c(=O)c2c1C | / | 87 | -36 | 15 | -0.5 | 3 | / | -4 | 89 | / |
| 21 | COC(=O)\C(C(C)=O)=C(/C=C/C=C/C=C/N(C)C)N(C)C | / | 100 | -19 | 6 | -0.5 | 1 | / | -6 | 97 | -19 |
| 22 | C=C(C)C1CC=C(C)/C(=N/NC(=O)c2cccs2)C1 (configuration not stated) | / | 84 | -50 | 4 | -0.4 | 6 | -1 | -6 | 87 | -3 |
| 23 | O=C(CCN1C(=O)c2ccccc2C1=O)Nc1cccnc1 | -21 | 99 | -34 | 11 | 0.9 | 4 | / | 7 | 101 | / |
| 24 | COc1ccc(OC)c(NC(=O)CS(=O)(=O)c2ccccc2)c1 | -43 | 106 | -39 | 14 | -0.8 | 0 | 1 | -4 | 95 | -9 |
| 25 | O=C(OCC(=O)c1cccs1)c1ccc(NC(=O)c2ccco2)cc1 | 11 | 109 | -35 | 16 | -1.9 | -2 | -1 | 16 | 97 | -7 |
